XiGFP reactiv: activators of X-chromosome reactivation in mouse fibroblasts; AID 743238; XiGFP mouse fibroblasts, % GFP-positive cells imaging, 3 d; cells co-treated with 5-aza-dC sensitizer; scaled so ellipticine positive control = 100%; activation, % at 7.58 µM; 0.055% of 360,000 active;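 active means mean normalized replicate activation at least 10% and every replicate at or above 10%; inconclusive means only one of the two criteria met; inactive means mean below 10% and not all replicates reach 10%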;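 further: 0% = median of on-plate neutral control wells and 100% = ellipticine 6 µM median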
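Material: XiGFP fibroblasts, SV40-immortalized. Buffer or medium: DMEM plus 5-aza-dC sensitizer. Compound: single concentration per compound, delivered by pin transfer. Times: 3 days compound exposure. Controls: ellipticine 6 µM.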
GSIS activator: primary screen for activators of insulin secretion dependent on glucose, INS-1E cells, GLuc reporter luminescence. INS-1E GLuc reporter insulin secretion, 2-3 h. AID 743287. activation, % at 16.6 µM. 0.61% of 370,000 active;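 active means lowest replicate activation of at least 40%, so every replicate reaches that level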;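 further: 0% = median of neutral control wells and 100% = median of IBMX positive control wells; some compounds called inactive have numbers as strong as hits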
DENV2 CPE: inhibitors of DENV2 cytopathic effect. AID 651640. DENV2-infected cells, cytopathic effect rescue, plate reader. 1.7% of 350,000 active. CPE inhibition, % at 9.99 µM; in the data active means CPE inhibition above about 20%, passing the limit was not always enough; inconclusive means no clear call, values can overlap the other calls; tested in BHK-21 cells;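 further: 0% = median of neutral control wells and 100% = median of positive control wells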
RAD54 branch: blocks human RAD54 Holliday junction branch migration; Q92698; FAM/BHQ fluorescence; inhibition, % at 10.4 µM; 0.14% of 360,000 active;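 active means mean normalized replicate activity at least 40 and at least half of replicates scoring 40 or more; inconclusive means only one of the two criteria met; inactive means mean below 40 and under half of replicates reaching 40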;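 further: 0% = median of neutral control wells and 100% = median of positive control wells; inhibitors cause a drop in the FAM fluorescence signal; in these data hits start at about 50%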
Casp6 inh: blocks human caspase-6 cleavage activity | P55212 | purified caspase-6, Z-VEID-R110 cleavage fluorescence | inhibition, % at 12.5 µM | 0.53% of 350,000 active;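 active means mean inhibition across replicates at least about 35%, with every replicate also reaching that limit, limit read from the data; inconclusive means only one of the two criteria met; inactive means neither criterion met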;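 further: 0% = median of neutral control wells and 100% = no fluorescence left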
CFTR F508del cor: correctors of CFTR F508del function in bronchial epithelial cells | 0.36% of 350,000 active | activity (quench increase), % at 7.58 µM | CFBE cells, YFP halide quenching; stimulated with forskolin plus potentiator P3; % fluorescence drop versus neutral controls;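 active means mean added fluorescence quench of at least 8% versus neutral control, with both replicates also reaching 8%; inconclusive means only one of the mean or replicate conditions met; inactive means mean below 8% and not both replicates reaching 8%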;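 further: cells transiently co-express mutant CFTR-F508del with the halide-sensitive YFP; corrector assay measuring rescue of mutant channel to the surface after 24 h compound exposure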
E-sel inducer: E-selectin induction on HUVECs; 0.37% of 260,000 active; activation, % at 7.58 µM; P16581; HUVEC E-selectin immunofluorescence imaging; normalized: neutral wells 0, TNF-alpha wells 100;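 active means mean E-selectin-positive cell signal at least 10% of the positive control, reached in at least 60% of replicates, without over 20% cell loss; inconclusive means no rule given, readout overlaps actives, possibly toxicity-flagged; inactive means the rest, including those meeting only one limit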;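 further: in these data hits start at about 27%; measured in HUVEC primary endothelial cells; signal is the percent of cells scored E-selectin positive by PE staining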
Target sequence (P16581 whole entry, looked up): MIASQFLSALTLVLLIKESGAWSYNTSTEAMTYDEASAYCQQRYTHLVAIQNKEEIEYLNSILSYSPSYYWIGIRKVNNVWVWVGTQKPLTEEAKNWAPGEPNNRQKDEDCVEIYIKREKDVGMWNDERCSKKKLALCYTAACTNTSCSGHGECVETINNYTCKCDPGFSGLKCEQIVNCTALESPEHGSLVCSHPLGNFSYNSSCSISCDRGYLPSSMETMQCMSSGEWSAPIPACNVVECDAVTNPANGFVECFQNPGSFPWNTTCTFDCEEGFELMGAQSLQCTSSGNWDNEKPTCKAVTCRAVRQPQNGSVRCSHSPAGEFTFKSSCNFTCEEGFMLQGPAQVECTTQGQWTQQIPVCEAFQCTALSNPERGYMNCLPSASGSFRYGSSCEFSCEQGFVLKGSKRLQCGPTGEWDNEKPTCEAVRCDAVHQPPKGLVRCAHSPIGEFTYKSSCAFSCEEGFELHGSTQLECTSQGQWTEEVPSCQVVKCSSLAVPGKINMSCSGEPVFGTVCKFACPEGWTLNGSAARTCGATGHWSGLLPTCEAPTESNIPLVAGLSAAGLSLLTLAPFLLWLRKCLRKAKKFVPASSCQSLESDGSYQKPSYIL
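Test system: HUVEC; input: 3,000 HUVEC/well; measured by: immunofluorescence imaging; read-out: % PE-positive cells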
RAD52 anneal inh: RAD52 (human) annealing inhibition. P43351. recombinant RAD52 DNA annealing, FRET fluorescence. inhibition, % at 18.7 µM. 0.46% of 360,000 active;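 active means every replicate showing at least 50% inhibition; inconclusive means mean inhibition at least 50% but not in every replicate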
Target sequence (P43351 whole entry, looked up): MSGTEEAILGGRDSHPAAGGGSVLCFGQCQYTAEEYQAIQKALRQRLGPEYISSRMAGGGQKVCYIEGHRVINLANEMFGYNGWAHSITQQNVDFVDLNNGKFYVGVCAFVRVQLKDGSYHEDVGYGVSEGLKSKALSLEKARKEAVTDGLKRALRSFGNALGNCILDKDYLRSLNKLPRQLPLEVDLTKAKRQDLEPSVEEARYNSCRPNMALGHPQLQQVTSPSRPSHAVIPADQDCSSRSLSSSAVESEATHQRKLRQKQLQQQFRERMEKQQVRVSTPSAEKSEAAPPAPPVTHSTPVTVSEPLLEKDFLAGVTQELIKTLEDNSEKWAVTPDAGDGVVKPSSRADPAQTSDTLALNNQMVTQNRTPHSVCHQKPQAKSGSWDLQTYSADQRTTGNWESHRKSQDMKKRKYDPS
An asterisk follows results filed as active; ? = inconclusive; . = no result given.

SMILES	XiGFP reactiv	GSIS activator	DENV2 CPE	RAD54 branch	Casp6 inh	CFTR F508del cor	E-sel inducer	RAD52 anneal inh
COc1ccc(/C=N/NC(=O)c2ccn[nH]2)cc1COc1ccc([N+](=O)[O-])c(C)c1	0.2	5	-1	-3	1	.	.	-7
COC(=O)[C@@]1(Cc2ccc(F)cc2)[C@H]2c3cc(C(=O)N4CCCC4)n(CCc4ccccn4)c3C[C@H]2CN1C(=O)c1ccccc1	0.0	-16	-9	.	-3	-4.1	0.0	-8
COc1ccc(NC(=O)c2ccco2)cc1NC(=O)c1ccccc1[N+](=O)[O-]	-0.1	5	-19	5	1	-1.7	1.5	8
O=C(C[C@@H]1CC[C@@H](NC(=O)Nc2cccc(F)c2)[C@H](CO)O1)NCC1CC1	-0.3	4	14	-10	-3	2.2	-0.1	1
C[C@@H]1CN([C@H](C)CO)S(=O)(=O)c2ccc(-c3cccnc3)cc2O[C@H]1CN(C)C(=O)NC1CCCCC1	0.1	-11	-1	2	2	2.6	0.2	-2
CCO[C@H]1OC(C(=O)N2CCN(Cc3ccccc3)CC2)=C[C@@H](c2coc3ccccc3c2=O)[C@@H]1CCCO	-0.1	-12	2	-3	-4	0.7	-0.1	7
NC(=O)C1CCN(C(=O)c2ccc(NS(=O)(=O)c3ccc(F)c(F)c3)cc2)CC1	0.5	15	0	4	0	-0.2	1.4	-3
C[C@@H]1CN([C@H](C)CO)C(=O)c2cc(NS(=O)(=O)c3cccs3)ccc2O[C@@H]1CN(C)C	0.2	4	-4	-1	2	3.4	15	-12
Cc1ccc(C(=O)c2ccccc2C(=O)O)c(O)c1	.	5	13	6	3	-0.3	.	20
COc1ccc(C2=NN(C(=O)CSc3nc4ccccc4s3)C(c3ccc(OC)cc3)C2)cc1 (stereo not drawn)	0.9	3	1	.	-4	.	-0.3	-14
CCN(Cc1ccccc1)C(=O)CCc1nc(CN2CCN(C(=O)c3ccc([N+](=O)[O-])cc3)CC2)no1	0.0	20	0	-30	-4	-0.9	.	-10
CCN1[C@H](C(=O)Nc2ccccc2)[C@@H](CO)[C@@H]2Cn3c(ccc(-c4ccncc4)c3=O)[C@@H]21	0.4	19	11	-6	-4	1.4	-0.4	-27
Cc1cc(C)c(N)c(C(=O)O)c1	0.2	17	-2	-10	2	-0.2	0.0	-6
C[C@@H]1CN([C@H](C)CO)C(=O)Cc2cc(NC(=O)Cc3ccccc3)ccc2O[C@H]1CN(C)S(=O)(=O)c1ccc(Cl)cc1	-0.3	25	-8	-5	0	-0.8	-25	15
COCC(=O)N(C)C[C@@H]1Oc2cc(Br)ccc2S(=O)(=O)N([C@@H](C)CO)C[C@@H]1C	-0.8	34	3	3	5	1.1	1.2	-1
CSCCC(NS(=O)(=O)c1cccc(C(F)(F)F)c1)C(=O)N(C)CCOc1ccc(Cl)cc1 (stereo not drawn)	0.0	-30	?	.	5	-4.7	11	-24
NC(=O)c1nsc(C(=O)N(Cc2ccc(F)cc2)C(C(=O)NC2CCCC2)c2ccco2)c1N (stereo not drawn)	0.0	-10	?	0	1	-1.4	-0.1	-17
Cc1ccc(S(=O)(=O)Nc2ccccc2C(=O)NCc2cccnc2)cc1	0.0	17	5	.	2	-1.5	.	-15
O=C(CCc1nc(-c2ccccc2)no1)Nc1cccnc1	0.3	16	1	2	1	-0.5	4.4	-10
C[C@@H]1CN([C@H](C)CO)C(=O)Cc2cc(NS(=O)(=O)c3cn(C)cn3)ccc2O[C@H]1CN(C)C(=O)Nc1ccc(F)cc1	-0.1	11	-10	2	1	-2.9	-0.2	1
C/C=C/c1ccccc1[C@H]1[C@@H](C#N)N(C(=O)c2cccnc2)[C@@H]1CO	0.0	12	-13	.	0	0.2	0.2	8
CCCC(C)NC(=O)CSCc1ccc(OC)cc1 (stereo not drawn)	0.0	-4	3	5	-1	-0.1	1.8	-4
CCOC(=O)CCc1nn(C)c(=O)c2ccccc12	3.4	.	1	.	1	.	-0.1	0
O=C1c2ccccc2C(Nc2cccnc2)N1Cc1ccccc1 (stereo not drawn)	0.3	.	1	2	3	0.5	-0.1	-15
COc1ccc(NC(=S)N2CCN(S(=O)(=O)c3ccc(F)cc3)CC2)cc1	0.0	-15	0	-6	-2	-3.2	-0.2	-4
CCOC(=O)c1ccc(NC(=O)Cn2c(-c3nonc3N)nc3ccccc32)cc1	0.0	-9	2	.	-1	-0.8	.	-38
COc1ccc2c(c1)C(SCC(=O)NCc1ccccc1)CC(C)(C)O2 (stereo not drawn)	0.2	-3	-3	-4	2	-1.5	0.0	-10
O=C(CC1Sc2ccccc2NC1=O)c1ccc(Br)cc1 (stereo not drawn)	0.1	7	-1	9	-1	0.1	.	-9
Cc1ccc(S(=O)(=O)N(C)C[C@H]2OCCCC[C@@H](C)Oc3ccc(NC(=O)Nc4cccc5ccccc45)cc3C(=O)N([C@@H](C)CO)C[C@@H]2C)cc1	0.0	13	-1	-2	-1	2.6	0.3	-3
COc1ccc(/C=C/C(=O)Nc2ccc(S(=O)(=O)Nc3cc(C)nc(C)n3)cc2)cc1OC	0.0	0	-3	1	-6	-1.8	.	-13

In the list so far, 2 have a Cl atom:
SMILES	XiGFP reactiv	GSIS activator	DENV2 CPE	RAD54 branch	Casp6 inh	CFTR F508del cor	E-sel inducer	RAD52 anneal inh
C[C@@H]1CN([C@H](C)CO)C(=O)Cc2cc(NC(=O)Cc3ccccc3)ccc2O[C@H]1CN(C)S(=O)(=O)c1ccc(Cl)cc1	-0.3	25	-8	-5	0	-0.8	-25	15
CSCCC(NS(=O)(=O)c1cccc(C(F)(F)F)c1)C(=O)N(C)CCOc1ccc(Cl)cc1 (stereo not drawn)	0.0	-30	?	.	5	-4.7	11	-24

(listing goes on)
SMILES	XiGFP reactiv	GSIS activator	DENV2 CPE	RAD54 branch	Casp6 inh	CFTR F508del cor	E-sel inducer	RAD52 anneal inh
COCC(=O)Nc1ccc2c(c1)[C@H]1C[C@H](CC(=O)NCCN3CCCCC3)O[C@@H](CO)[C@H]1O2	0.0	6	-1	-15	2	-6.3	-0.2	23
CC(Oc1cccc(F)c1)c1ccnc2nc(/N=C/N(C)C)nn12 (stereo not drawn)	-0.1	-1	1	.	-1	-0.9	-0.9	0
COc1cccc(OC)c1CC1SC(=O)NC1=O (stereo not drawn)	0.1	-26	-2	.	-5	1.6	.	0
CCOc1ccccc1CN1CCC(N2CCOCC2)CC1	0.2	-1	-1	9	-6	1.1	.	2
COc1ccccc1-c1cn(CC[C@@H]2CC[C@H](NC(=O)C3CCCCC3)[C@@H](CO)O2)nn1	0.2	5	2	-1	2	-1.6	0.5	0
CC(=O)NCCCNC(=S)NCCCN(Cc1ccc(Cl)cc1)c1ccc(Br)cn1	0.2	-14	5	-2	-3	-1.2	0.1	-20
Cc1ccccc1-c1cnc2c(c1)C(=O)N([C@H](C)CO)C[C@H](C)[C@@H](CN(C)C(=O)c1ccncc1)O2	-0.6	7	-6	3	2	-1.5	-0.2	-4
O=C1CS/C(=N/N=C\c2ccn[nH]2)N1	0.2	.	7	-8	-4	-1.7	-0.2	-22
COc1ccccc1CNC(=O)C1CCC(CNc2c(N3CCOCC3)c(=O)c2=O)CC1 (stereo not drawn)	0.2	3	3	0	0	0.4	-0.2	-6
COc1ccc(CCN(C)C/C=C/c2ccccc2[N+](=O)[O-])cc1OC	-0.1	-11	9	0	-6	1.9	0.2	12
CC(C)[C@H](NC(=O)c1ccccc1F)C(=O)Nc1ccc(F)c(F)c1	-0.1	4	-4	-1	4	2.9	1.8	-23
CC(C)C(=O)NC(=S)Nc1ccc(S(=O)(=O)Nc2nccs2)cc1	0.3	-3	-2	.	-3	0.3	.	-9
OC(c1ccc(F)c(F)c1)c1nc(-c2cccc3cccnc23)cs1 (stereo not drawn)	0.6	-2	-1	2	2	-2.0	-0.1	-1
COc1ccc(-c2ccc3c(c2)O[C@@H](CN(C)CC2CCOCC2)[C@H](C)CN([C@H](C)CO)S3(=O)=O)cc1	0.1	-18	0	-17	-1	-2.9	-0.2	-2
O=C(CN1CCN(c2ccccn2)CC1)Nc1cccc(Br)c1	0.1	-4	1	0	-5	-1.2	0.0	-25
Cc1noc(C)c1NC(=O)N(C)C[C@@H]1Oc2ccc(NS(=O)(=O)c3cccs3)cc2C(=O)N([C@H](C)CO)C[C@@H]1C	0.0	10	2	-16	-1	0.6	19	-5
C[C@@H]1CN([C@H](C)CO)C(=O)c2cccc(NS(=O)(=O)c3ccc(Cl)cc3)c2O[C@H]1CN(C)Cc1ccc(C(F)(F)F)cc1	0.0	-21	1	6	-1	-0.3	0.0	-9
COC(=O)c1ccccc1NC(=O)CN1CCCCCC1	0.1	8	0	6	-2	-3.5	.	-14
O=C(Nc1ccc(Cl)c(Cl)c1)Nc1ccccc1NS(=O)(=O)c1cccs1	0.1	-16	.	.	4	3.3	-0.1	-18
CCOc1ccc(C(=O)NCC(=O)N2CCC(C)CC2)cc1OCC	-0.1	0	-4	0	3	-1.4	0.6	-3
CCOC(=O)[C@]12CCC=C1N(Cc1ccccc1)C(=O)[C@H](CC(=O)N1CCCCC1)C2	-0.1	-12	4	.	-1	-2.2	-0.1	-23
CCN(CC)c1ccc(C(=O)O)cc1	-0.1	-2	-4	.	-1	1.8	.	-10
CN(CC(=O)Nc1cccc(F)c1)CC(=O)Nc1cc(S(=O)(=O)N2CCOCC2)ccc1Cl	0.0	3	3	-2	3	0.6	-0.5	-19
N#Cc1ccccc1OCCOCCNC1CCCC1	-0.1	2	0	.	-6	-0.9	.	-6
N#C[C@H]1[C@@H](c2ccc(C#CC3CCCCC3)cc2)[C@H](CO)N1C(=O)c1cccc(F)c1	-0.2	5	-19	-13	2	1.5	-0.3	-20
COC(=O)[C@]1(Cc2ccccc2)N[C@H](c2ccc(-c3ccc(F)cc3)cc2)[C@@H]2C(=O)N(C)C(=O)[C@@H]21	0.0	-8	-12	-5	0	-0.1	-0.1	-19
CC1(c2nnc(-c3ccncc3)o2)CC(c2ccccc2)=NO1 (stereo not drawn)	0.0	3	?	-11	1	-1.6	.	-28
CC(C)(C)C1CCC(=NNC(=O)C(=O)NCc2ccco2)CC1 (stereo not drawn)	0.0	-8	-6	.	0	0.8	.	-13

Molecules from the list above that have two or more sulfur atoms, in the order listed:
SMILES	XiGFP reactiv	GSIS activator	DENV2 CPE	RAD54 branch	Casp6 inh	CFTR F508del cor	E-sel inducer	RAD52 anneal inh
C[C@@H]1CN([C@H](C)CO)C(=O)c2cc(NS(=O)(=O)c3cccs3)ccc2O[C@@H]1CN(C)C	0.2	4	-4	-1	2	3.4	15	-12
COc1ccc(C2=NN(C(=O)CSc3nc4ccccc4s3)C(c3ccc(OC)cc3)C2)cc1 (stereo not drawn)	0.9	3	1	.	-4	.	-0.3	-14
CSCCC(NS(=O)(=O)c1cccc(C(F)(F)F)c1)C(=O)N(C)CCOc1ccc(Cl)cc1 (stereo not drawn)	0.0	-30	?	.	5	-4.7	11	-24
COc1ccc(NC(=S)N2CCN(S(=O)(=O)c3ccc(F)cc3)CC2)cc1	0.0	-15	0	-6	-2	-3.2	-0.2	-4
CC(C)C(=O)NC(=S)Nc1ccc(S(=O)(=O)Nc2nccs2)cc1	0.3	-3	-2	.	-3	0.3	.	-9
Cc1noc(C)c1NC(=O)N(C)C[C@@H]1Oc2ccc(NS(=O)(=O)c3cccs3)cc2C(=O)N([C@H](C)CO)C[C@@H]1C	0.0	10	2	-16	-1	0.6	19	-5
O=C(Nc1ccc(Cl)c(Cl)c1)Nc1ccccc1NS(=O)(=O)c1cccs1	0.1	-16	.	.	4	3.3	-0.1	-18
